Screens as filed in PubChem.
Myeloid diff 2 = myeloid differentiation induction. ER-HoxA9 myeloid progenitors, lysozyme-GFP differentiation, flow cytometry. calls only at 10 µM. 360,000 compounds, 1% hits. AID 624256;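 active means normalized GFP-positive differentiation at or above the plate's own cutoff, the solvent-only control mean plus 3 SD; inconclusive means no clear call, values can overlap the other calls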;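 further: cells exposed to compound for four days before flow analysis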
Dengue-2 NS5 capping = Dengue-2 NS5 methyltransferase inhibitors, primary screen, biochemical, confirmation dose response (AID 588689); Dengue-2 NS5 methyltransferase capping enzyme assay, biochemical; higher % means a stronger effect; inhibition, % at 25 µM; hits with a dose series show IC50 in µM; 340,000 compounds, 0.3% hits; in the data active means a potency from the dose series; inconclusive means inhibition above about 29% without an active follow-up result
Dengue-2 NS5 capping pilot replicate = also measured in Dengue-2 NS5 capping; calls as there; inhibition, %; measured here: pilot screen replicate inhibition
Myeloid diff 2 GFP+ MAC1+ % = recorded beside Myeloid diff 2, whose call it bears; GFP+ MAC1+ double positive, %; measured here: differentiation confirmed by MAC1 staining
Starred values were filed as active, the others as inactive; i = inactive; ? = inconclusive; . = not tested or not shown; + = active, no number. These rows are one share of the data, so the mix of outcomes need not match the whole.

SMILES	Myeloid diff 2	Myeloid diff 2 GFP+ MAC1+ %	Dengue-2 NS5 capping	others
COCCNc1nnc(SCC(=O)NNC(=O)c2ccc([N+](=O)[O-])cc2)s1	i	0.7	-4%
O=C(NCCCN1CCOCC1)c1cc2ccccc2cc1O	i	1.3	-2%
C[C@H]1COC(=O)[C@H](Cc2ccc(F)cc2)C/C=C\C[C@@H](CC(=O)N(CCO)Cc2ccccc2)C(=O)N1	i	2.0	1%
O=C(NCC1CC1)c1onc(CSc2ccc(F)c(F)c2)c1C(=O)NCC1CC1	i	2.1	-9%
CC[C@H](C)[C@@H](C(=O)NCCCCCCCCCCC(=O)N1CCNCC1)n1cc(CCCCCN)nn1	i	0.9	4%
CCN(C[C@H]1N[C@@](C)(C(=O)OC)[C@H]2C(=O)N(Cc3ccccc3)C(=O)[C@@H]12)C(=O)Nc1ccccc1	i	1.7	8%	Dengue-2 NS5 capping pilot replicate=2.4
COc1ccc(CNC(=O)COC(=O)c2c(C)nn(-c3ccccc3)c2C)cc1OC	i	0.5	1%
Cc1ccc(S(=O)(=O)N(Cc2ccc(F)cc2)C(=O)N2CCN(C)CC2)cc1	i	0.8	0%
C=CC[C@@H](CC(=O)N[C@@H](CO)Cc1ccccc1)C(=O)N[C@@H](COC(=O)[C@H](CC=C)CC(=O)OC(C)(C)C)Cc1c[nH]c2ccccc12	i	1.0	-13%
Cc1ccc(C(=O)O)cc1NC(=O)CSc1nnc(-c2ccccc2F)n1C1CCCCC1	i	1.1	0%
Nc1ncnc2c1ncn2[C@@H]1O[C@H](CNCc2ccc(OCC(=O)Nc3ccccn3)cc2)[C@@H](O)[C@H]1O	i	0.3	0%	Dengue-2 NS5 capping pilot replicate=2.1
Cc1ccc(C)c(OCCC(=O)OCC(=O)NNC(=O)c2ccccc2)c1	i	2.1	2%
CC1CCCN(C(=O)COC(=O)c2cccc(NS(=O)(=O)c3ccccc3)c2)C1 (stereo unspecified)	i	1.1	-1%
O=C(C(=O)N1CCN(Cc2ccccc2)CC1)c1c[nH]c2ccccc12	i	2.6	1%
Cc1ccc(C)c(NC(=O)CN(C)C(=O)c2ccc(S(=O)(=O)N3CCCCCC3)cc2)c1	i	0.5	6%
CCN(c1ccccc1)S(=O)(=O)c1cccc(C(=O)N(C)CCOc2ccccc2)c1	i	1.0	-1%
COCCN(CC(=O)Nc1ccccc1C(F)(F)F)C(=O)/C=C/c1cc(Cl)c2c(c1)OCCO2	i	0.7	-5%
COc1cc(N)c(Cl)cc1C(=O)OCC(=O)N1CCCCCC1	i	0.9	5%
Oc1ccccc1N=N/C(=N/Nc1ccccc1O)c1ccccc1	i	0.4	6%
CCN(Cc1ccc(N(C)C)cc1)C(C)C(=O)Nc1ccc(S(=O)(=O)N2CCCC2)cc1 (stereo unspecified)	i	0.8	0%
C[C@@H]1CCCCO[C@@H](CN(C)C(=O)Nc2ccccc2)[C@@H](C)CN([C@H](C)CO)C(=O)c2cc(N(C)C)ccc2O1	i	0.6	1%
COc1cccc(C=C2SC(=S)NC2=O)c1	i	2.2	1%
COc1ccc(S(=O)(=O)N2CCCCC2)cc1NC(=O)Cc1ccsc1	i	0.5	3%
NC(=O)C1CCCN(C(=O)c2cccc(S(=O)(=O)N3CCCCCC3)c2)C1 (stereo unspecified)	i	1.5	-6%
COC(=O)c1ccc(COC(=O)C2CC(O)CN2S(=O)(=O)c2ccc([N+](=O)[O-])cc2)cc1 (stereo unspecified)	i	0.5	-7%

14 entries out of the list, sorted by SMILES length, low to high.
SMILES	Myeloid diff 2	Myeloid diff 2 GFP+ MAC1+ %	Dengue-2 NS5 capping	others
COc1cccc(C=C2SC(=S)NC2=O)c1	i	2.2	1%
O=C(NCCCN1CCOCC1)c1cc2ccccc2cc1O	i	1.3	-2%
Oc1ccccc1N=N/C(=N/Nc1ccccc1O)c1ccccc1	i	0.4	6%
COc1ccc(S(=O)(=O)N2CCCCC2)cc1NC(=O)Cc1ccsc1	i	0.5	3%
O=C(C(=O)N1CCN(Cc2ccccc2)CC1)c1c[nH]c2ccccc12	i	2.6	1%
NC(=O)C1CCCN(C(=O)c2cccc(S(=O)(=O)N3CCCCCC3)c2)C1 (stereo unspecified)	i	1.5	-6%
COCCNc1nnc(SCC(=O)NNC(=O)c2ccc([N+](=O)[O-])cc2)s1	i	0.7	-4%
Cc1ccc(S(=O)(=O)N(Cc2ccc(F)cc2)C(=O)N2CCN(C)CC2)cc1	i	0.8	0%
CCN(Cc1ccc(N(C)C)cc1)C(C)C(=O)Nc1ccc(S(=O)(=O)N2CCCC2)cc1 (stereo unspecified)	i	0.8	0%
Cc1ccc(C)c(NC(=O)CN(C)C(=O)c2ccc(S(=O)(=O)N3CCCCCC3)cc2)c1	i	0.5	6%
COCCN(CC(=O)Nc1ccccc1C(F)(F)F)C(=O)/C=C/c1cc(Cl)c2c(c1)OCCO2	i	0.7	-5%
Nc1ncnc2c1ncn2[C@@H]1O[C@H](CNCc2ccc(OCC(=O)Nc3ccccn3)cc2)[C@@H](O)[C@H]1O	i	0.3	0%	Dengue-2 NS5 capping pilot replicate=2.1
C[C@H]1COC(=O)[C@H](Cc2ccc(F)cc2)C/C=C\C[C@@H](CC(=O)N(CCO)Cc2ccccc2)C(=O)N1	i	2.0	1%
C=CC[C@@H](CC(=O)N[C@@H](CO)Cc1ccccc1)C(=O)N[C@@H](COC(=O)[C@H](CC=C)CC(=O)OC(C)(C)C)Cc1c[nH]c2ccccc12	i	1.0	-13%

Next part.
SMILES	Myeloid diff 2	Myeloid diff 2 GFP+ MAC1+ %	Dengue-2 NS5 capping	others
O=C1CC2CCCN2C=C1I (stereo unspecified)	i	1.0	63µM*
CCc1ccc2c(c1)C(=O)CCC2	i	1.0	-9%
COc1ccc(NC(=O)CSc2nnc3n2CCCCC3)cc1S(=O)(=O)N1CCOCC1	i	0.3	0%
CN(CC(=O)Nc1ccc(F)c(F)c1F)C(=O)c1ccc2c(c1)OCCO2	i	0.5	-3%
COc1ccc(NC(=O)CN2C(=O)NC3(CCCc4ccccc43)C2=O)c(OC)c1 (stereo unspecified)	i	0.8	3%
Cc1noc(NS(=O)(=O)c2ccc(NC(=O)c3cc(S(=O)(=O)N(C)c4ccccc4)ccc3Cl)cc2)c1C	i	0.8	6%
O=C(NCCCN1CCOCC1)c1cc(-c2ccco2)nc2ccccc12	i	0.3	-4%
Cc1ccc(NC(=O)c2cccc(S(=O)(=O)NCc3ccccc3)c2)nc1	i	1.4	-5%
Cc1ccc(OCC(=O)Nc2nc(C)c(Cl)cc2Cl)c([N+](=O)[O-])n1	i	1.2	-5%
CCN(CC(=O)Nc1ccccc1OC)C(=O)c1ccc(N(C)S(=O)(=O)c2ccc(C)cc2)cc1	i	0.8	-7%
Cc1ccccc1NS(=O)(=O)c1ccc(C(=O)NCC(C)(C)N2CCOCC2)cc1	i	1.0	-7%
C=CC[C@@H](CC(=O)NCCO)C(=O)NC[C@@H](OC(=O)[C@H](CC=C)CC(=O)OC(C)(C)C)c1ccccc1	i	1.5	-7%
CCCn1c(N)c(C(=O)CSc2nnc3n2CCCCC3)c(=O)n(C)c1=O	i	0.4	-1%
O=C(C[C@@H]1C/C=C/CC[C@H](Cc2ccc(F)cc2)C(=O)OCCNC1=O)N[C@H](CO)Cc1ccccc1	i	0.5	-10%
CCOC(=O)c1cc(-c2ccccc2)nn1CC1CC(c2cccc([N+](=O)[O-])c2)=NO1 (stereo unspecified)	i	1.9	1%
CCCn1c(N)c(N(CCOC)C(=O)C2CCCC2)c(=O)[nH]c1=O	i	0.0	-1%
NC(=O)C1=C[C@@H](C2CCCCC2)C[C@@H](OCc2ccc(CO)cc2)O1	i	1.7	-6%
CC(Oc1ccc(S(=O)(=O)N2CCCC2)cc1[N+](=O)[O-])C(=O)NC(C)c1ccccc1 (stereo unspecified)	i	0.3	-5%
Cc1ccc(S(=O)(=O)N2[C@@H](c3ccc(F)cc3)C(C(=O)O)=CC[C@H]2c2ccc3c(c2)OCO3)cc1	i	1.6	-2%
COc1ccccc1OCCNC(=O)CN1C(=O)NC2(CCCC2)C1=O	i	0.8	4%
CN[C@H]1C[C@H]2c3[nH]c4ccccc4c3CCN2C(=O)[C@H]1[C@H](C)O	i	1.1	7%
COc1ccc(-c2ccc3c(c2)S(=O)(=O)c2cccc(C(=O)NC[C@@H]4CCCO4)c2C3=O)cc1OC	i	1.7	-7%
CC1CCCC(NC(=O)c2cccc(S(=O)(=O)N3CCN(c4ccccc4)CC3)c2)C1C (stereo unspecified)	i	1.0	2%
O=[N+]([O-])c1cc([N+](=O)[O-])c(Oc2cc(Cl)cc(Cl)c2)cc1NN1CCCCC1	i	1.1	4%
Cc1cc(=O)oc2cc(O)cc(OCc3ccccc3)c12	i	0.7	11%

Going on with the list.
SMILES	Myeloid diff 2	Myeloid diff 2 GFP+ MAC1+ %	Dengue-2 NS5 capping	others
Cc1csc(NC(=O)c2ccc(C)s2)n1	i	0.5	-5%
CC(OC(=O)c1ccc(Cl)nc1)C(=O)N1CCc2ccccc21 (stereo unspecified)	i	0.6	-2%
COc1ccc(CCNC(=O)c2cc(S(=O)(=O)N3CCCCC3)ccc2Cl)cc1	i	0.9	1%
C[C@@H]1CN([C@@H](C)CO)C(=O)CCCn2nncc2CO[C@H]1CN(C)Cc1ccc(Oc2ccccc2)cc1	i	0.3	-4%
CCNS(=O)(=O)c1ccc(C(=O)OCC(=O)N2CCCc3ccccc32)cc1	i	0.9	2%
COCCn1c(Cc2ccccc2)nnc1SC(C)C(=O)NC1CC1 (stereo unspecified)	i	1.2	-12%
CC(C)N(C(=O)[C@H]1CC(CC(=O)NCCc2ccccn2)C(=O)N2CCc3c([nH]c4ccccc34)[C@]12C)C(C)C (stereo partly specified)	i	0.4	4%	Dengue-2 NS5 capping pilot replicate=1.5
O=S(=O)(/N=C(\c1ccc(F)cc1)N1CCOCC1)c1ccccc1	i	0.0	0%
CCN(CC(=O)NCc1cccs1)C(=O)c1ccc(S(=O)(=O)Nc2ccccc2Cl)cc1	i	0.2	0%
CN(CC(=O)Nc1cccc(F)c1)CC(=O)Nc1cccc(S(=O)(=O)N2CCCCC2)c1	i	0.6	9%
COc1ccccc1[C@H]1C(c2cccc(C)c2)=NN(c2ccccc2)[C@@H]1CO	+	1.0*	-18%	Dengue-2 NS5 capping pilot replicate=-9.1
N#Cc1ccc(OCC(=O)Nc2nc(-c3cccnc3)cs2)cc1	i	1.0	4%
CCOc1ccc(-c2cccc(NC(=O)c3ccco3)c2)nn1	i	1.0	-2%
CCCCCn1c(SCC(=O)c2ccccc2)nc2cc(C(=O)NCC3CCCO3)ccc2c1=O (stereo unspecified)	i	0.5	-2%
Cc1ccc(NC(=O)CCNC(=O)N2CC(=O)Nc3ccccc32)cc1Cl	i	0.4	-3%
COc1ccc(C2=NOC(Cn3nc(C(=O)NCc4ccco4)cc3-c3ccccc3)C2)cc1 (stereo unspecified)	i	1.7	-8%
COc1cc(OC)c2ccc(=O)oc2c1	i	3.8	1%
O=C(CSc1ccc(F)cc1)NC(=O)c1ccccc1	i	0.5	-1%
O=C(NCc1cc(C(F)(F)F)ccc1Cl)c1cccc2c1C(=O)c1ccc(N3CCOCC3)cc1S2(=O)=O	+	.	?
Cc1cc2ncn(S(=O)(=O)c3ccc(S(=O)(=O)N4CCCCCC4)cc3)c2cc1C	i	12	-5%
O=C(NCCNC(=O)c1ccc(-c2cc(Cl)ccc2Cl)o1)c1cnccn1	i	1.4	3%
O=C(COC(=O)Cc1c(F)cccc1Cl)NNC(=O)c1ccccc1	?	.	4%
Clc1nc(-c2ccccc2)cc(-c2ccc(Br)cc2)n1	i	1.6	-3%
CCCCCCn1c(CN2CCCCC2)nc2c1c(=O)n(C)c(=O)n2C	i	0.7	-6%
O=C(COC(=O)c1cc[n+]([O-])cc1)Nc1cccc(Br)c1	i	0.7	-4%

(continued)
SMILES	Myeloid diff 2	Myeloid diff 2 GFP+ MAC1+ %	Dengue-2 NS5 capping	others
COCc1ccc(-c2c(-c3cccc(OC)c3)sc3ccc(OC)cc23)cc1	i	2.3	2%
O=C(COc1ccc(Cl)cc1)OCC(=O)c1ccc[nH]1	i	1.3	-1%
COC(=O)C(NC(=O)c1ccccc1)C(C)(C)SCc1ccccc1 (stereo unspecified)	i	0.7	2%
Cc1cc(C(=O)NNC(=O)c2sccc2C)c(C)o1	i	0.4	-4%
CCc1cc(=O)[nH]c(SCC(=O)N2CCOCC2)n1	i	0.8	-3%
COC(=O)C1=C(C)N(Cc2ccccc2)C(=NCc2ccc3c(c2)OCO3)N[C@H]1c1ccccc1	i	1.0	-10%
COCC(C)n1c(C)cc(C(=O)COC(=O)c2cnc(Cl)c(Cl)c2)c1C (stereo unspecified)	i	1.1	-15%
O=C1CSC(=S)N1N=Cc1ccc(OCc2ccccc2)cc1	i	1.3	-9%
O=P1(NC2CCCC2)OCC2(CO1)COP(=O)(NC1CCCC1)OC2 (stereo unspecified)	i	0.5	6%
CCN(CC(=O)Nc1c(F)cccc1F)C(=O)CCSc1ccc(F)cc1	i	0.3	-4%
CC(C)(C)OC(=O)C[C@@H]1C/C=C\C[C@H](CC(=O)N[C@@H](CO)Cc2ccccc2)C(=O)N[C@H](C(C)(C)C)COC1=O	i	2.4	-2%
O=C(COc1ccccc1F)NCCc1ccc2c(c1)OCCO2	i	0.9	3%
COc1ccccc1-c1cccc([C@@H]2C[C@H]3[C@H](CON3C)CN2C(=O)CCc2ccccc2)c1	i	0.4	6%
O=C(CCNC(=O)c1ccccc1Cl)NN=Cc1ccccc1[N+](=O)[O-]	i	0.5	2%
COc1ccc(C(=O)NCc2ccc(C)cc2)cc1S(=O)(=O)N1CCCC1	i	0.7	1%
CC1CN(S(=O)(=O)c2cccc(C(=O)N(Cc3nnc(-c4ccccc4Cl)o3)C3CC3)c2)CC(C)O1 (stereo unspecified)	i	0.2	-10%
COc1ccc(C(=O)O/N=C2\C(=O)N(C)c3ccccc32)cc1	i	0.5	8%
